# AmpC inh no detg = qHTS Inhibitors of AmpC Beta-Lactamase (assay without detergent). AmpC nitrocefin hydrolysis, absorbance 480 nm, 0.0001% Triton. Potency, µM (top dose mostly 57.1 µM), inactives show at the top dose activity change, negative = inhibition, most hits filed as inhibitors. 330,000 tested, 0.52% active;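 note: potency is the fitted concentration of half-maximal effect; plate controls were no compound for no effect and no enzyme for full effect; nearly all actives have a fitted effect of over 20% in size; some results filed as inactive show a strong effect at the top dose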
# Target sequence (P00811 whole entry, looked up): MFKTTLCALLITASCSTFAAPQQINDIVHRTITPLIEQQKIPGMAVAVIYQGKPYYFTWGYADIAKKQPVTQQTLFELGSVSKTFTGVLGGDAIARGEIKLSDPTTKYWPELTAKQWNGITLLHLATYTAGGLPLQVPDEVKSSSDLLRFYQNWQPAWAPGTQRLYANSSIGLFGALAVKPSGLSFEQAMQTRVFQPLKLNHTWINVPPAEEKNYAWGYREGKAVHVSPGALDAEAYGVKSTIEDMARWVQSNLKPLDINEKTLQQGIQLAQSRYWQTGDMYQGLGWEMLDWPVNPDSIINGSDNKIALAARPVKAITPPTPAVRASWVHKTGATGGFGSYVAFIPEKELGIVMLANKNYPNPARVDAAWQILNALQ
#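 AmpC (5.3 nM in the dispensed reagent) in 20 mM phosphate pH 7.0 with 0.01% (detergent screen) or 0.0001% Triton X-100 was preincubated with compounds for 15 min at room temperature. Nitrocefin was then added from an 800 uM solution, and hydrolysis was followed at 480 nm.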
# AmpC inh detg = qHTS Inhibitors of AmpC Beta-Lactamase (assay with detergent) | 370,000 tested, 0.041% active | AmpC hydrolysis of nitrocefin, absorbance 480 nm, 0.01% Triton | P00811 | Potency, µM (doses to about 114 µM), for inactives: at the top dose activity change, negative = inhibition, hits mostly inhibitors;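 note: potency is the fitted concentration of half-maximal effect; 0% = no-compound wells and -100% = no-enzyme wells; nearly all actives have a fitted effect of over 25% in size; some results filed as inactive show a strong effect at the top dose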
#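 20 mM phosphate pH 7.0 + 0.01% (detergent screen) or 0.0001% Triton X-100; 5.3 nM AmpC reagent; cpd preinc 15 min RT; nitrocefin (800 uM stock) to start; A480 q20 s × 4 min; Activity was normalised to no-enzyme and no-compound control wells.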
# AMA1-RON2 inh = qHTS for Inhibitors of AMA1-RON; Towards Development of Antimalarial Drug Lead: Primary Screen; Potency, µM (highest dose often 58.2 µM), for inactives: at the top dose activity change, negative = inhibition, most hits filed as inhibitors; AlphaScreen AMA1-biotinylated RON2 peptide binding; 360,000 tested, 0.2% active; Plasmodium falciparum AMA1 (3D7) - RON2 peptide interaction;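 note: potency is the fitted concentration of half-maximal effect; 0% = vehicle wells and -100% = peptide control; nearly all actives have a fitted effect of over 45% in size; some results filed as inactive show a strong effect at the top dose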
#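 AMA1 (3D7) with his tag at 25 nM final met compounds first, then biotinylated RON2 peptide at 25 nM; detection used donor plus acceptor beads, 10 µg/mL apiece, read by AlphaScreen after 30 min at room temperature.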
# Giardia FBPA inh = qHTS Assay for Inhibitors of Fructose-1,6-bisphosphate Aldolase from Giardia Lamblia. A8B2U2. purified Giardia FBPA. 290,000 tested, 0.71% active. Potency, µM (highest dose often 59.6 µM), inactives show at the highest dose activity, negative = inhibition, usual class: inhibitors. AID 2451, 2010; note: potency is the fitted concentration of half-maximal effect; nearly all actives have a fitted effect of over 55% in size
# Target sequence (A8B2U2 whole entry, looked up): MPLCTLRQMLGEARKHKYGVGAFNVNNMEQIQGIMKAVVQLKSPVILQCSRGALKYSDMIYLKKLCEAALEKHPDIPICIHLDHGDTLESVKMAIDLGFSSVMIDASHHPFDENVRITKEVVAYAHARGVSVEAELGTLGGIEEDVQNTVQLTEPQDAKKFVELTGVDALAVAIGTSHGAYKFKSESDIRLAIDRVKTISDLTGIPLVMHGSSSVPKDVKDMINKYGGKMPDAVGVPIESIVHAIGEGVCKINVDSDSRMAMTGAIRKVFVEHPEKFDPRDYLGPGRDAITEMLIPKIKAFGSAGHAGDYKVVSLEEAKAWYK
#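 Giardia FBPA (40 nM reagent) was preincubated 10 min at RT with compound (up to 57.5 uM final), then substrate plus GAPDH/TPI/NAD/arsenate coupling system with diaphorase/resazurin was added; resorufin fluorescence (525/598 nm) was read after 20 min.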
# HCMV antiviral = qHTS Assay for inhibitors of the human cytomegalovirus (HCMV). HFF cells, HCMV-luciferase reporter, 72 h; hits give low values. activity change, negative = inhibition, % at 57.5 µM. 410,000 tested, 4.5% active. AID 1259415, 2018; in the data active = activity change below about -60%; inconclusive = no clear call, values can overlap the other calls; inactive = above about -39%
#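 Steps: HFFs plated, 16 h 37C; compounds added; HCMV-luciferase added to MOI 1 PFU/cell; 72 h 37C; OneGlo reagent, 5 min room temperature; luminescence read, normalized to controls.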
# Sm TGR inh = qHTS Assay for the Inhibitors of Schistosoma Mansoni Peroxiredoxins | Schistosoma mansoni thioredoxin glutathione reductase (TGR), Q962Y6 | purified TGR, DTNB reduction, TNB absorbance 405 nm | Potency, µM (titrated, usually from 114 µM), for inactives: at the highest dose activity change, negative = inhibition, hits mostly inhibitors | 360,000 tested, 3% active | AID 485364, 2010; note: potency is the fitted concentration of half-maximal effect; nearly all actives have a fitted effect of over 60% in size
#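 First, TGR (20 nM dispensed) and NADPH were mixed with compound. Second, a 15 min room-temperature incubation followed. Third, further NADPH and then DTNB were added to start the reaction. Finally, TNB absorbance was monitored kinetically.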
# * marks the source's active call; other numbers are inactive results; ? = inconclusive; . = not tested or not shown; & = joins results of further samples; [ ] = remark or other dose. Unless noted, calls come from the whole dose curve; as a rule, active = well fitted curve in the direction sought with a large enough effect; inconclusive = small, poorly fitted or top-dose-only effect, or another doubt; inactive = no such curve, though single readings can be large; an effect the other way counts as inactive or inconclusive. Unless noted, % is set by controls: 0 for no effect and ±100 for the full control effect.
SMILES,AmpC inh no detg,AmpC inh detg,AMA1-RON2 inh,Giardia FBPA inh,HCMV antiviral,Sm TGR inh
Cc1cc(NC(=O)C(C)(C)Oc2ccc(Cl)cc2)cc(-c2nc3ncccc3o2)c1O,.,3%,.,.,0,1%
Cc1cc(-c2ccccc2)n2nc(-c3cccc(Br)c3)cc2n1,.,9%,.,.,-30,2%
COc1ccccc1N1CCN(C(=O)CSc2nc3ccccc3nc2Cc2ccc(C)cc2)CC1,.,-1%,.,.,109,-1%
COc1ccc(-c2c(C)nn3c4c(cnc23)C(=O)CC(c2ccccc2)C4)cc1 (stereo unspecified),.,4%,.,.,-15,2%
Cn1c(=O)n(C)c2cc(CNCc3ccc(F)cc3)ccc21,.,22%,.,.,7,4%
COc1ccccc1-c1cc(C(=O)Nc2cc(Cl)ccc2O)no1,.,17%,.,.,5,3%
Cc1cc(C)nc(-n2nc(C)c(C3(O)C(=O)Nc4ccccc43)c2N)n1 (stereo unspecified),17%,-3%,27%,-18%,27,0%
CC1CCC(NC(=O)C(=O)Nc2ccc3c(c2)OCO3)CC1 (stereo unspecified),-27%,8%,15%,.,35,2%
O=C(CSc1nnc(-c2cccnc2)n1C1CCCCC1)NC1CCCC1,8%,-4%,-10%,-3%,8,7%
c1cc2c(cc1-n1cnnn1)OCO2,-17%,-10%,-5%,5%,94,-3%
NC(=O)CSc1nnc(-c2ccc(S(=O)(=O)N3CCCC3)cc2)o1,-5%,1%,8%,7%,-18,-10%
O=C1CCC2(C(=O)O)Sc3ccccc3N12 (stereo unspecified),-10%,1%,-6%,2%,-13,-26%
Nn1c(SCC(=O)NCC2CCCO2)nnc1-c1ccc(OC(F)F)cc1 (stereo unspecified),-11%,-12%,-26%,.,1,-9%
CCNC(=O)n1cc(-n2cncn2)c(-c2ccccc2)n1,-13%,-1%,11%,9%,15,13%
CCOC(=O)CC(NC(=O)CCc1c(C)nc2ncnn2c1C)c1ccc(C)cc1 (stereo unspecified),3%,-5%&18%,1%,5%,3&-2,0%&6%
CCC(C)NS(=O)(=O)c1ccc(NS(=O)(=O)c2ccc(F)cc2)cc1 (stereo unspecified),-22%,1%,-14%,11%,19,-3%
CN(C(=O)c1cccc(Nc2ccc(-c3ccc4c(c3)OCCO4)nn2)c1)C1CCCCC1,-19%,?,-17%,0%,-93*,0%
CCOc1ccc(C(=O)CC(C(=O)O)N2CCCCC2)cc1 (stereo unspecified),-6%,?,-2%,.,.,6.3µM*
CC(=O)N(C1CC(C)C(C#N)(C#N)C1(C#N)C#N)N(C)C (stereo unspecified),-2%,3%,5%,1%,101,.
CC(=O)c1cccc(NC(=O)CNC(=O)c2sc3ccccc3c2Cl)c1,-32%,0%,5%,.,2,-5%
Cc1cccc(C(C)(C)C)c1OCCCCN1CCCC1,26%,?,-14%,-28%,-24,-7%
CN(C)CCn1c2c(c(SCC(=O)NCc3ccccc3)nc1=O)CCC2,-7%,0%,-1%,.,-18,-7%
Cc1cc(C)n(-c2nc3ccccc3nc2N2CCN(S(=O)(=O)c3ccc4ccccc4c3)CC2)n1,-20%,-1%,4%,1%,36,8%
COc1cc2c(cc1OC)n(CC(=O)c1ccc(F)cc1)c(=O)n1nc(CCn3nc(C)cc3C)nc21,.,0%,.,.,?,-2%

# The closing 3 entries of the section above lead into the next:
SMILES,AmpC inh no detg,AmpC inh detg,AMA1-RON2 inh,Giardia FBPA inh,HCMV antiviral,Sm TGR inh
CN(C)CCn1c2c(c(SCC(=O)NCc3ccccc3)nc1=O)CCC2,-7%,0%,-1%,.,-18,-7%
Cc1cc(C)n(-c2nc3ccccc3nc2N2CCN(S(=O)(=O)c3ccc4ccccc4c3)CC2)n1,-20%,-1%,4%,1%,36,8%
COc1cc2c(cc1OC)n(CC(=O)c1ccc(F)cc1)c(=O)n1nc(CCn3nc(C)cc3C)nc21,.,0%,.,.,?,-2%
COc1ccccc1CNc1cc(CSc2ccc(Cl)cc2)nc(C)n1,31%,-1%,-6%,-5%,14,-13%
O=C(Nc1ccc(-c2nc3cc(NC(=O)c4ccccc4Cl)ccc3o2)cc1)c1ccccc1Cl,.,0%,.,.,-36,3%
CCOC(=O)CSc1nccc(N(C)C)c1C#N,-11%,-17%,0%,2%,6,-1%
CCCCn1c(O)c(C(CC)=NCCc2ccccc2)c(=O)[nH]c1=O,.,3%,-4%,2%,-11,2%
CC(C)Cn1c(N)c(C(=O)COC(=O)CCc2nc3ccccc3s2)c(=O)n(C)c1=O,93%[activator],-1%,-4%,-3%,?,-4%
CCn1cc(CN2CCC(n3nccc3NC(=O)c3ccccc3C)CC2)c(C)n1,-4%,-14%,-2%,.,61,-23%
Nc1cccc(-n2nnnc2CN2CCOCC2)c1,-3%,-1%,1%,-12%,-31,-2%
CCN(CCCNC(=O)CCC(=O)N1CCOc2ccccc21)Cc1ccccc1,2%,-8%,11%,-2%,21,2%
O=C1CC2(CCCC2)CC(=O)N1CCCCN1CCN(c2ncccn2)CC1,7%,-3%,-11%,-2%,?,4%
COCc1nc2ccccc2n1CCOc1ccccc1OC,22%,-7%,-7%,9%,33,2%
Cc1nc2c3cc(F)ccc3n(Cc3ccccc3)c2s1,-8%,-18%,-6%,0%,-21,6%
N#Cc1cnc(Oc2ccc(Cl)cc2)nc1N,-25%,-2%,-4%,8%,29,1%

# Single entries from the results shown:
# Reading for CCn1cc(CN2CCC(n3nccc3NC(=O)c3ccccc3C)CC2)c(C)n1 in AmpC inh no detg: -4%
# Reading for O=C(Nc1ccc(-c2nc3cc(NC(=O)c4ccccc4Cl)ccc3o2)cc1)c1ccccc1Cl in HCMV antiviral: -36

# Other results:
SMILES,AmpC inh no detg,AmpC inh detg,AMA1-RON2 inh,Giardia FBPA inh,HCMV antiviral,Sm TGR inh
NC(=O)c1ccc(NC(=O)COC(=O)c2ccc3ccccc3n2)cc1,-14%,.,-14%,.,26,.
CCCCN(CCO)c1ncnc2sc(-c3ccccc3)cc12,120%[activator],-4%,12%,12%,15,-3%
CC(C)CN1CC(COCc2ccccc2)Oc2ccccc2S1(=O)=O (stereo unspecified),-5%,.,33%[activator],.,20,.
O=C1CNC(=S)N1Cc1cccc(Cl)c1,-24%,-3%,70%[activator],-13%,-24,-5%
CC(C)c1nnc(NC(=O)CCC(=O)N2CCN(c3ccc(Cl)cc3)CC2)s1,131%[activator],-2%,6%,.,-32,-8%
Cc1ccccc1-c1nn(-c2ccc(F)cc2F)cc1CNCCN(C)C,19%,?,18%,8%,-34,-1%
Cc1ccc(C(=O)C(C)OC(=O)c2nc(Cl)ccc2Cl)cc1 (stereo unspecified),-11%,4%,17%,.,?,3%
CCN(c1ccccc1)S(=O)(=O)c1ccc(NC(=O)c2cc(=O)c3cc(C)cc(C)c3o2)cc1,.,16%,.,.,2,26%
O=C1c2ccccc2C(=O)N1CCSc1ccccc1,-17%,?,-1%,0%,.,-14%
COc1ccc(N(C(=O)Cc2cccs2)C(C(=O)NC2CCCC2)c2ccncc2)cc1OC (stereo unspecified),20%,-1%,-1%,-5%,70,-3%
C/C(CC(=O)Nc1ccc(Cl)cn1)=N\NC(=O)Cc1cccs1,41%,11%,53%[activator],-3%,?,-13%
COCc1c(C(=O)N/N=C\c2ccccn2)nnn1-c1nonc1N,-17%,-3%,107%[activator],11%,-5,-1%
Cn1c(=O)c2c(=O)cc(NNC(=O)C(C)(C)C)[nH]c2n(C)c1=O,-13%,6%,-2%,7%,9,8%
CCO/C=C1/C(=O)N(C)C(=O)c2cc(OC)ccc21,-20%,-12%,-3%,?,-17,-11%
Cc1ccc2c(c1)[nH]c1c(=O)n(CCN3CCNCC3)cnc12,-11%,-12%,-11%,0%,14,-8%
Cc1ccc2[nH]cc(CCNC(=O)C3CCCO3)c2c1 (stereo unspecified),12%,3%,-1%,-4%,?,-10%
CC(C)[C@H](NC(=O)OCc1ccccc1)C(=O)OCC(=O)Nc1ccc(N2CCOCC2)cc1,32%,-13%,-17%,.,?,?
O=C1NCCCc2c1oc1ccc(O)cc21,8%,-13%,-12%,0%[12.9 µM],-63*,9%
O=C(COn1nnc2ccc(Cl)cc21)Nc1ccc(F)cc1,-13%,3%,0%,3%,?,-12%
CCNc1nc(NCC)nc(SCCOC(=O)COc2ccc(Cl)cc2Cl)n1,2%,6%,9%,1%,36,12%
OCCSc1nnc(Nc2ccccc2)s1,-3%,14%,12%,0%,106,2%
CCOc1ccc(NC(=O)CN(c2ccc([N+](=O)[O-])cc2)S(=O)(=O)c2ccccc2)cc1,-24%,-8%,-18%,1%,-16,-4%
COCCOC(=O)c1c(C)n(C)c2ccc(OC(=O)N3CCOCC3)cc12,63%[activator],?,1%,-6%,53,4%
CC(C)C(NS(=O)(=O)c1cccc2nsnc12)C(=O)Nc1nccs1 (stereo unspecified),-12%,-6%,23%,-6%,-36,13%
CCOC(=O)N1CCN(S(=O)(=O)c2c(C)cc(C)cc2C)CC1,36%,-5%,-8%,3%,30,0%
CCOC(=O)CN1CC23C=CC(O2)C(C(=O)N2CCN(c4ccc(F)cc4)CC2)C3C1=O (stereo unspecified),-10%,-3%,4%,-3%,26,-26%
COc1ccccc1-n1ccnc1SCC(=O)NC1CCCC1,-7%,3%,14%,0%,63,-3%
Cc1nccn1CCC(=O)O,-10%,-13%,0%,-18%,-17,-34%
CCCc1cc(=O)oc2cc(OCC(=O)NCCCN3CCOCC3)ccc12,-9%,-10%,-3%,.,-1,-5%
O=C(Nc1ccc(Cl)c(Cl)c1)N1CC=C(c2ccccc2)CC1,-56%,0%,0%,-2%,-39,-1%
COc1cccc(/C=N/Nc2nn3cnnc3c3ccccc23)c1O,-16%,1%,76%[activator],-18%,-29,-27%
Cc1ccc2c(C(=O)CCl)c(C)[nH]c2c1,-18%,-9%,-12%,-9%,-34,1.4µM*
COc1ccc(CCC(=O)N/N=C\c2cccs2)cc1,-40%,1%,4%,-8%,34,2%
CC(=O)Nc1ccc(NC(=O)CSc2nnc3ccc(-c4ccc(F)cc4)nn23)cc1,-13%,1%,17%,5%,?,-7%
CC1CC(C)CN(S(=O)(=O)c2ccc(C(=O)Nc3nnc(C4CC4)o3)cc2)C1 (stereo unspecified),-31%,6%,136%[activator],?,30,23%
Cc1ccc(OCc2cc(C(=O)N3CCN(C4CCCCC4)CC3)no2)cc1C,153%[activator],1%,-12%,2%,114,-3%
CNC(=O)CN(C1CCCCC1)S(=O)(=O)c1ccc(OC)c(Cl)c1,25%,?,10%,-4%,12,-8%
